Compound activity (PubChem BioAssay)
Shiga toxin inh: Shiga toxin inhibition; inhibition, % at 38.7 µM; Vero cells, Shiga toxin protein synthesis inhibition reporter; AID 2315; actives 9.2% (n = 290,000); in the data active means inhibition mostly above about 28%, no sharp cut-off; inactive means mostly below about 43%; further: 0% is about no effect
TbPYK inhibitor: inhibitors of Trypanosoma brucei pyruvate kinase | TbPYK enzyme, Kinase-Glo Plus ATP luminescence, 45 min | Potency, µM (doses to about 76.8 µM), for the others: at the highest dose activity, negative = inhibition, actives largely listed as inhibitors | actives 0.12% (n = 410,000); further: potency means the concentration at half of the fitted maximal effect; on the % scale 0 is the no-effect control and ±100 the full control effect; nearly all actives have a fitted effect of over 50% in size
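Activity of T. brucei pyruvate kinase was followed by Kinase-Glo Plus luminescence after the enzyme reacted 45 min at room temperature with 130 uM ADP (final) and substrate. Test compounds were added before ADP at multiple concentrations.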
Pf growth 48h: inhibits P. falciparum growth in the first generation, 48 h. P. falciparum luciferase growth in erythrocytes, 48 h. Potency, µM (series often up to 28.7 µM), inactives show at the highest dose activity change, negative = inhibition, usual class: inhibitors. actives 5.9% (n = 310,000). AID 504832; further: potency means the concentration at half of the fitted maximal effect; on the % scale 0 is the no-effect control and ±100 the full control effect
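Compounds are pin-transferred into medium, infected erythrocytes (2% hematocrit, 0.1% parasitemia final) are added, and plates sit one parasite generation at 37 C in 5% CO2. Detection reagent is then added and luminescence measured.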
AMA1-RON2 inh: inhibitors of Plasmodium falciparum AMA1-RON2 interaction; AlphaScreen AMA1-biotinylated RON2 peptide binding; Potency, µM (top dose mostly 58.2 µM), for the others: at the top dose activity change, negative = inhibition, actives largely listed as inhibitors; actives 0.2% (n = 360,000); AID 720542;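 further: potency means the concentration at half of the fitted maximal effect; 0% = vehicle wells and -100% = peptide control; nearly all actives have a fitted effect of over 45% in size; some results filed as inactive show a strong effect at the top dose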
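AMA1 (3D7) with his tag at 25 nM final met compounds first, then biotinylated RON2 peptide at 25 nM; detection used donor plus acceptor beads, 10 µg/mL apiece, read by AlphaScreen after 30 min at room temperature.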
Cycloheximide cs: affects cycloheximide protein synthesis inhibition readout, counter-screen | max response, % | AID 2314 | cell reporter, cycloheximide protein synthesis inhibition counterscreen | actives 12% (n = 300,000); in the data active means max response mostly above about 13%, no sharp cut-off; inactive means mostly below about 14%; further: read at 38.3 µM for the half of the compounds with a filed dose; 0% is about no effect
LmPK inhibitor: inhibitors of Leishmania mexicana pyruvate kinase; Potency, µM (top dose mostly 57.5 µM), inactives show at the highest dose activity change, negative = inhibition, hits mostly inhibitors; purified LmPK, Kinase-Glo ATP luminescence, 1 h; actives 0.37% (n = 290,000); further: potency means the concentration at half of the fitted maximal effect; on the % scale 0 is the no-effect control and ±100 the full control effect
Target sequence (Q27686 whole entry, looked up): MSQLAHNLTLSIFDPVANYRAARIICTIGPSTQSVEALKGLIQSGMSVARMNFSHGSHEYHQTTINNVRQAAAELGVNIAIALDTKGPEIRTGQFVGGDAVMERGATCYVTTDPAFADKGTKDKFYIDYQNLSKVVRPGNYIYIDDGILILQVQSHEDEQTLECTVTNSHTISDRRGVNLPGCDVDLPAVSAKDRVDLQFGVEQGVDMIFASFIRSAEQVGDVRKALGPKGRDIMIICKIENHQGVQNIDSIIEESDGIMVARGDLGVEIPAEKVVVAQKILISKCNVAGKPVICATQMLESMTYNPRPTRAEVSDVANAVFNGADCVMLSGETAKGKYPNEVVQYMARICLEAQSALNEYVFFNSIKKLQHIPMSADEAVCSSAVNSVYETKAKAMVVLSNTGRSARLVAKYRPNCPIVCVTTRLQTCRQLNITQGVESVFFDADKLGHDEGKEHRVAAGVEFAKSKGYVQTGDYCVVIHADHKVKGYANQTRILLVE
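Kinase-Glo luminescence read after 1 h RT reaction of 0.1 nM LmPK with 0.5 mM PEP and 0.1 mM ADP. Activity scaled between uninhibited and enzyme-free controls.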
Pf growth 96h: inhibits malaria parasite growth, 96 h. P. falciparum luciferase reporter growth, 96 h. Potency, µM (doses to about 28.7 µM), inactives show at the highest dose activity change, negative = inhibition, most hits filed as inhibitors. actives 6.9% (n = 320,000); further: potency means the concentration at half of the fitted maximal effect; on the % scale 0 is the no-effect control and ±100 the full control effect
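Cell-based qHTS: luciferase-tagged P. falciparum in erythrocytes (2% hematocrit, 0.05% parasitemia final) incubated with compounds for 96 hours, 37 C, 5% CO2; luciferase detection reagent then added and luminescence measured.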
* hit, by the source's call; ? = inconclusive; / = no result given; [ ] = dose if it differs, or a comment. Unless noted, the call rests on the fitted dose curve; in most records, active means well fitted curve in the direction sought with a large enough effect; inconclusive means small, poorly fitted or top-dose-only effect, or another doubt; inactive means no such curve, though single readings can be large; an effect the other way counts as inactive or inconclusive.

#	canonical_smiles	Pf growth 96h	Pf growth 48h	Cycloheximide cs	AMA1-RON2 inh	Shiga toxin inh	LmPK inhibitor	TbPYK inhibitor
1	COc1cccc(NC(=O)COc2ccc(C)cc2)c1	?	187%[activator]	37*	18%	63*	-7%	-12%
2	O=S(=O)(NCc1cccnc1)c1cccs1	/	2%	-3	3%	-4	0%	-5%
3	CCOC(=O)c1cc2c(ccn2C)n1CC(=O)N1CCC(Cc2ccccc2)CC1	?	10µM*	1	?	9	3%	-2%
4	Cc1cc(C)n(-c2ccc(C(=O)Nc3nnc(C4CC4)s3)cc2)n1	-25%	17%	1	6%	-1	-2%	4%
5	COc1ccc(C(C(=O)NCC2CCCO2)N(C(=O)CNC(=O)c2cccs2)c2ccc(NC(C)=O)cc2)cc1OC (centres undefined)	33%[activator]	-9%	-4	10%	11	5%	-7%
6	COc1ccc(-n2c(=O)[nH]cc(C(=O)Nc3ccc4c(c3)OCCO4)c2=O)cc1OC	7%	10%	-4	2%	15	1%	-4%
7	O=C(CNC(=O)c1cccc(Cl)c1)N/N=C/c1cccnc1	18%	41%[activator]	-1	4%	3	4%	-9%
8	Cc1ccccc1N(CC(=O)N/N=C/c1ccc(F)cc1)C(=O)c1ccccc1	/	?	2	29%	-7	-4%	-2%
9	COc1ccc(NC(=O)CCCC(=O)NCCc2ccc(OC)c(OC)c2)cc1	?	?	-4	13%	-8	-4%	-4%
10	CCN(CC(=O)NC1CCS(=O)(=O)C1)S(=O)(=O)c1ccc(C)cc1C (centres undefined)	1%	0%	1	10%	-3	-5%	-3%
11	Cc1c(NC(=S)NC(=O)c2ccco2)c(=O)n(-c2ccccc2)n1C	10%	1%	-5	9%	13	-5%	-5%
12	COC(=O)c1ccc(NC(=O)c2ccc(C)cc2)o1	171%[activator]	114%[activator]	22*	-3%	48*	-1%	-6%
13	O=c1oc2c(CN3CCCCC3)c(O)ccc2cc1-c1nc2ccccc2[nH]1	10µM*	?	12*	8%	13	5%	-4%
14	COc1ccc(Cn2c(-c3ccc(Cl)cc3)c[n+]3ccccc23)cc1	0.12µM*	0.52µM*	51*	12%	97*	-17%	0%
15	CCOc1ccc(NCc2nnc(SCC(=O)Nc3cc(C)on3)n2-c2ccc(OC)cc2)cc1	?	13µM*	-3	-3%	-4	2%	-6%

Complete entries, looked up by structure. Order of values: Pf growth 96h | Pf growth 48h | Cycloheximide cs | AMA1-RON2 inh | Shiga toxin inh | LmPK inhibitor | TbPYK inhibitor
Profile of `Cc1ccccc1N(CC(=O)N/N=C/c1ccc(F)cc1)C(=O)c1ccccc1` : / | ? | 2 | 29% | -7 | -4% | -2%
Profile of `COC(=O)c1ccc(NC(=O)c2ccc(C)cc2)o1` : 171%[activator] | 114%[activator] | 22* | -3% | 48* | -1% | -6%
Profile of `COc1ccc(NC(=O)CCCC(=O)NCCc2ccc(OC)c(OC)c2)cc1` : ? | ? | -4 | 13% | -8 | -4% | -4%
Profile of `COc1ccc(-n2c(=O)[nH]cc(C(=O)Nc3ccc4c(c3)OCCO4)c2=O)cc1OC` : 7% | 10% | -4 | 2% | 15 | 1% | -4%
Profile of `O=c1oc2c(CN3CCCCC3)c(O)ccc2cc1-c1nc2ccccc2[nH]1` : 10µM* | ? | 12* | 8% | 13 | 5% | -4%

The results go on:
#	canonical_smiles	Pf growth 96h	Pf growth 48h	Cycloheximide cs	AMA1-RON2 inh	Shiga toxin inh	LmPK inhibitor	TbPYK inhibitor
16	Cc1ccc2nc(-c3ccccc3)cn2c1	?	50%[activator]	1	9%	-13	7.1µM*	25µM*
17	Cc1ccc(NC(=S)NNC(=O)CSc2nc3ccccc3c(=O)n2-c2ccc(C)cc2)cc1	?	?	-2	38%[activator][2.32 µM]	-9	-3%	-4%
18	COc1ccccc1CNC(=O)COC(=O)c1c[nH]c2ccccc12	-22%	14%	/	5%	/	/	2%
19	CCC(CC)C(=O)Nc1cc(C(=O)NCCc2ccccc2)ccc1Cl	36%[activator]	12%	33*	3%	16	5%	4%
20	CN1CCC(=NNC(=O)C(=O)Nc2ccc(F)cc2)CC1	3%	51%[activator]	38*	-7%	74*	-3%	0%
21	COc1cccc(C(=O)N2CCC3(CC2)OCCO3)c1	?	3%	-3	-6%	12	-1%	0%
22	O=C(CSc1nnc2c3c4c(sc3ncn12)CCCC4)NCc1ccco1	-10%	2%	-1	-8%	-7	1%	-1%
23	CN(C(=O)Cc1c(C(=O)O)n(C)c2ccccc12)c1cccc(C(F)(F)F)c1	41%[activator]	26%	-1	19%	-3	0%	0%
24	CCOc1ccc(CNC(=O)CCS(=O)(=O)Cc2ccccc2C)cc1OC	9.3µM*	?	-5	0%	-5	4%	2%
25	CC12CCC(C(=O)NNC(=O)c3ccccc3)(OC1=O)C2(C)C (centres undefined)	0%	1%	0	0%	-3	-10%	-3%
26	COc1ccc(-n2nc(C(=O)NCC(=O)N3CCN(c4ccc(F)cc4)CC3)c3ccccc3c2=O)c(OC)c1	30%	?	16*	-13%	29	8%	4%
27	COc1cc(OC)c(OC)cc1/C=C1\Oc2cc(OCC(=O)N3Cc4ccccc4C[C@H]3C(=O)O)ccc2C1=O	?	?	-2	-3%	19	-3%	-6%
28	CN(c1ccc(Cl)cc1)S(=O)(=O)c1nnc(NC(=O)C(C)(C)C)s1	?	?	1	-2%	-6	-2%	-6%
29	Cc1ccc(NC(=O)c2cccnc2)cc1C	?	95%[activator]	19*	1%	/	2%	-12%
30	Cc1c(Cc2ccc3c(c2)OCO3)sc(NC(=O)C(C)(C)C)c1C#N	?	?	2	-6%	19	4%	-6%

Sorted by heavy-atom count (low to high): some entries from above.
#	canonical_smiles	Pf growth 96h	Pf growth 48h	Cycloheximide cs	AMA1-RON2 inh	Shiga toxin inh	LmPK inhibitor	TbPYK inhibitor
29	Cc1ccc(NC(=O)c2cccnc2)cc1C	?	95%[activator]	19*	1%	/	2%	-12%
20	CN1CCC(=NNC(=O)C(=O)Nc2ccc(F)cc2)CC1	3%	51%[activator]	38*	-7%	74*	-3%	0%
30	Cc1c(Cc2ccc3c(c2)OCO3)sc(NC(=O)C(C)(C)C)c1C#N	?	?	2	-6%	19	4%	-6%

Going on with the list:
#	canonical_smiles	Pf growth 96h	Pf growth 48h	Cycloheximide cs	AMA1-RON2 inh	Shiga toxin inh	LmPK inhibitor	TbPYK inhibitor
31	CCCCN(CC)C(=O)c1n[nH]c(=O)c2ccccc12	/	4%	2	8%	-19	0%	-10%
32	COc1cc(OC)cc(N(C(=O)C2COc3ccccc3O2)C(C(=O)NC2CCCCC2)c2ccc(O)cc2)c1 (centres undefined)	7.4µM*	13µM*	-1	-3%[11.6 µM]	-3	3%	0%
33	O=C(CSc1nc2ccccc2c(=O)n1-c1ccccc1)N1CCc2ccccc21	?	16%	-2	9%	-1	6%	-6%
34	O=S(=O)(c1cccc(NC(=S)Nc2ccc(Br)cc2Cl)c1)N1CCOCC1	59%	?	-4	-1%	21	6%	-7%
35	CCC(=O)N/N=C(\C)CC(=O)Nc1ccccc1-c1ccccc1	20%	-16%	1	-6%[2.32 µM]	21	0%	2%
36	CCOc1ccccc1NC(=O)CSC1=NN2CCCC(=O)N=C2S1	34%[activator]	-29%	1	-3%	-5	-1%	-4%
37	COc1ccc(/C=N\NC(=O)c2ccccc2)cc1COc1ccccc1	12µM*	?	25*	15%	45*	0%	-11%
38	O=C(Nc1cccnc1)Nc1ccccc1Cl	/	34%[activator]	26*	-2%	93	1%	1%
39	O=[N+]([O-])c1cc([N+](=O)[O-])c2nonc2c1Nc1ccc(O)cc1	-2%	?	-1	?	-5	-16%	-13%
40	COc1ccc(S(=O)(=O)NCC(c2ccc(C)cc2)N2CCN(C)CC2)cc1 (centres undefined)	22%	-25%	/	-3%	/	/	-9%
41	CC(C)(C)c1ccc(/C=C/C(=O)N2CCN(c3ncccn3)CC2)cc1	-15%	-6%	0	1%[2.32 µM]	-5	0%	-6%
42	Cn1c(-c2ccccc2)c[n+]2c1-c1ccccc1C2	?	0.59µM*	11	0%	2	-6%	-9%
43	O=C(CSc1nnc2ccc(-c3cccnc3)nn12)Nc1ccc(F)cc1F	-6%	-11%	0	9%	-5	3%[11.5 µM]	-21%
44	CCCNC(=O)CS(=O)(=O)Cc1nc(-c2cccc(OC)c2)oc1C	-8%	11%	-4	22%	16	-3%	-1%
45	COc1ccc(C)cc1NC(=O)C(=O)NNC(=O)COc1ccc(Cl)cc1	42%[activator]	6%	-2	82%[activator]	-15	-2%	0%
46	Cc1cc(NC(=O)c2cc(-c3ccc(C)s3)nc3ccccc23)no1	12µM*	/	4	11%	12	4%	-11%
47	O=C(c1cc(-c2ccc(Br)cc2)n[nH]1)N1CCN(C(=O)c2ccccc2Br)CC1	-15%	9.3µM*	12	26%	-9	4%	3%
48	CS(=O)(=O)c1ccc2nc(NC(=O)c3ccccc3)sc2c1	4%	184%[activator]	28*	0%	39*	-25%	-7%
49	O=C(C1CCCCC1)N1CCN=C1SCc1cccc([N+](=O)[O-])c1	?	50%[activator]	-7	?	2	-1%	0%
50	COc1cc(C2CC(=O)c3c([nH]c(C(=O)OCCOC(C)C)c3C)C2)cc(OC)c1OC (centres undefined)	?	7.4µM*	-3	12%	-14	2%	3%
51	O=C1Nc2ccccc2C1(O)Cc1ccncc1 (centres undefined)	9.3µM*	12%	13	7%	-7	-1%	-8%
52	O=S(=O)(c1ccc(=S)[nH]c1)N1CCOCC1	1%	?	/	6%[11.6 µM]	/	/	7.9µM*
53	CC(=O)c1ccc(NS(=O)(=O)Cc2ccc(Cl)cc2)cc1	/	4%	6	-16%	-10	-2%	4%
54	CCOC(=O)c1sc(N(Cc2ccccc2)C(=O)CSc2ncn[nH]2)nc1C	/	-17%	28	-1%	64	-1%	4%
55	O=C1C2CCCN2C(c2ccc(F)cc2)N1c1nccs1 (centres undefined)	-15%	47%[activator]	-4	38%[activator]	-5	8%	-26%
56	Cc1ccc(OCC(=O)Nn2c(C)nc3ccccc3c2=O)c(C(C)C)c1	-17%	11%	4	-8%	-17	3%	1%
